LEDGF integ inh: blocks HIV-1 LEDGF/p75-dependent DNA integration. TR-FRET IN-LEDGF/p75 DNA integration, Eu/Cy5. inhibition, % at 3.7 µM. 370,000 tested, 0.64% active. AID 743269;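 active = inhibition above the screen-wide mean plus 3 SD, cut at about 13% in these data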;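 also: signal is the Cy5 over europium emission ratio at 671 and 618 nm; 0% = plate median of compound wells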
HTRA1 inhibitor: blocks human HTRA1 serine peptidase | Q92743 | recombinant HTRA1, FP-rhodamine activity-based probe, fluorescence polarization | inhibition, % at 5.96 µM | 340,000 tested, 0.5% active; in the data active = inhibition above about 36%;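 also: 0% = enzyme with DMSO and 100% = wells lacking enzyme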
TDP2 inh: blocks human TDP2 phosphodiesterase activity; O95551; recombinant TDP2, T5PNP hydrolysis, p-nitrophenol absorbance 415 nm; inhibition, % at 12.8 µM; 370,000 tested, 0.34% active; AID 720702;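 active = inhibition above the mean of all tested compounds plus 3 SD, set per campaign, cut at about 25% in these data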;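 also: 0% = DMSO with enzyme and 100% = buffer with substrate but no TDP2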
Target sequence (O95551 whole entry, looked up): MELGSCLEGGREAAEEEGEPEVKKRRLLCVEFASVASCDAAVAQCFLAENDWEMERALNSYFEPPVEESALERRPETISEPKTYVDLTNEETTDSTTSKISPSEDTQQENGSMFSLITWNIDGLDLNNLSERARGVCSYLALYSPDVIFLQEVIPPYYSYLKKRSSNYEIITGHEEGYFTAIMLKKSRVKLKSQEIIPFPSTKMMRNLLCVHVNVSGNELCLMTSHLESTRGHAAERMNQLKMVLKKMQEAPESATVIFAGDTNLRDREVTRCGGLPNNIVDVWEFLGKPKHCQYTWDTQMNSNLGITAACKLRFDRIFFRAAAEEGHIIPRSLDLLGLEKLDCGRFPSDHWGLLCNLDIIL
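Assay system: Recombinant human TDP2 | Quantity: 120 nM TDP2 per well | Incubation: 2 h at 37 °C | Signal: Epi absorbance | Evaluation: Percent inhibition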
SIAE inh: blocks human sialic acid acetylesterase | AID 1053197 | inhibition, % at 9.66 µM | 370,000 tested, 0.69% active | Q9HAT2 | SIAE FP-Rh probe binding, fluorescence polarization;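 active = inhibition above a cutoff: mean of compounds within the control limits plus 3 SD of those, cut at about 17% in these data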;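 also: 0% = plate median of compound wells and 100% = probe without SIAE protein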
DDE Tn7 FP inh: disrupts Tn7 cyclic peptide binding to fibrin D-Dimer-E complex; 370,000 tested, 0.13% active; AID 720508; P02675; inhibition, % at 8.3 µM; FP displacement of FITC-Tn7 peptide from fibrin DD(E); 0% = median of compound wells per plate;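 active = inhibition above the mean of compounds falling within the control limits plus 3 SD of them, cut at about 14% in these data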;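 also: 0% = plate median of compound wells and 100% = 10 µM Aha-Tn7 peptide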
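system = human fibrin DD(E) protein | quantity = DD(E) 2 µM final | medium = Tris/NaCl/CaCl2 buffer, pH 7.8 | also added = labelled Tn7 tracer, 0.1 µM | compound dosing = single point at 8.3 µM | timing = compound with protein 10 min, then 3 h after probe, room temperature | signal = FP measurement | benchmarks = Aha-Tn7 high control | repeats = one replicate per compound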
PG9 binder: PG9 antibody binding by small molecule; 360,000 tested, 0.43% active; TR-FRET gp120-PG9 antibody binding; AID 624416; inhibition, % at 6.7 µM; in the data active = inhibition above about 8.5%
TCR CD3 inh: inhibitors of human TCR-CD3 interaction | TAMRA-labeled TCR probe fluorescence, biochemical | 360,000 tested, 0.37% active | AID 651800 | inhibition, % at 9.4 µM; in the data active = inhibition above about 19%;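 also: recombinant mutant TCR 2C K166C tagged with TAMRA read by polarization; 0% = receptor in buffer alone and 100% = receptor with positive control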
UHRF1 binding: blocks human UHRF1 binding to methylated DNA; Q96T88; UHRF1 binding to methylated oligo, TR-FRET; inhibition, % at 4.4 µM; AID 687016; 370,000 tested, 0.75% active; in the data active = inhibition above about 21%;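 also: UHRF1 SRA domain binding a hemimethylated CpG hairpin DNA probe; 0% = median of test compound wells and 100% = reference inhibitor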
ABHD4 inh: inhibits mouse alpha/beta hydrolase domain 4. Q8VD66. inhibition, % at 8.92 µM. purified mABHD4, FP-Rh probe fluorescence polarization. 370,000 tested, 0.54% active;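 active = inhibition exceeding the mean over every tested compound plus 3 SD, cut at about 30% in these data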;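 also: 0% = plate median of compound wells and 100% = S159A mutant with DMSO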
Target sequence (Q8VD66 whole entry, looked up, the tested form may be a part): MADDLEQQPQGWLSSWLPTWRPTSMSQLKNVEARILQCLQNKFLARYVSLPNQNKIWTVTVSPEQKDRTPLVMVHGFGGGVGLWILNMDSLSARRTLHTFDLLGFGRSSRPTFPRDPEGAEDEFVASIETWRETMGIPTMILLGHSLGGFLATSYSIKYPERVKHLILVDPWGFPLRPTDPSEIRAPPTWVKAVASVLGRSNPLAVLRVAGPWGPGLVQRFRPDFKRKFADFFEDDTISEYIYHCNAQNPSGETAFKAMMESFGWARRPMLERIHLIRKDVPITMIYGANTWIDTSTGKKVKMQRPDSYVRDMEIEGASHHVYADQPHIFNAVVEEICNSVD
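Assay system: mouse ABHD4 enzyme, wild type / Also added: fluorescent activity-based probe FP-Rh / Doses: single nominal dose of 8.92 µM, 0.89% DMSO final / Timing: 45 min compound pre-incubation plus 60 min probe step, 25 °C / Signal: FP readout, ex 525 nm / em 598 nm / Control set: S159A mutant/DMSO as 100%, compound-well median as 0%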
PRMT1 inh: PRMT1 (human) inhibition, primary screen | Q99873 | recombinant PRMT1, activity-based probe fluorescence polarization | inhibition, % at 2.79 µM | 370,000 tested, 1.3% active | AID 652257;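 active = inhibition above about 21% made by adding two undisclosed values, limit read from the data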
Target sequence (Q99873 whole entry, looked up): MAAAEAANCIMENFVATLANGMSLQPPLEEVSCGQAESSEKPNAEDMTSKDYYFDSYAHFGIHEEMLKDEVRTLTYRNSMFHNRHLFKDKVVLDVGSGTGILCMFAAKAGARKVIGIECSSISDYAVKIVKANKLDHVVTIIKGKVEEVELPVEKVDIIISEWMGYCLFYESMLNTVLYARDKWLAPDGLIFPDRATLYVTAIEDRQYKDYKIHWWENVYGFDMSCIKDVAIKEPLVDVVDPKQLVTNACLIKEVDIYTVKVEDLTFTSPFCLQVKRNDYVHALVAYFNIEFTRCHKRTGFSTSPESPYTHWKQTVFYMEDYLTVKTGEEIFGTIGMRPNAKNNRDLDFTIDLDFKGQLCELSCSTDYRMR
* marks the source's active call; other numbers are inactive results; . = no result given.

The first 2 entries (preview)
Values in the order: LEDGF integ inh, HTRA1 inhibitor, TDP2 inh, SIAE inh, DDE Tn7 FP inh, PG9 binder, TCR CD3 inh, UHRF1 binding, ABHD4 inh, PRMT1 inh
Cc1cc(NC(=O)CCCC(=O)N(c2ccccc2)C(C(=O)NC2CCCCC2)c2cccs2)no1 (stereo not given)
→ 4, -6, 1, 1, -2, -1.9, 6, 0, 11, -2
O=C(Nc1cc([N+](=O)[O-])ccc1Cl)C(Sc1ccccc1)c1ccccc1 (stereo not given)
→ 0, -38, 18, -12, 6, 0.5, -1, 1, -21, -1

The whole of this part, previewed entries included:
Values in the order: LEDGF integ inh, HTRA1 inhibitor, TDP2 inh, SIAE inh, DDE Tn7 FP inh, PG9 binder, TCR CD3 inh, UHRF1 binding, ABHD4 inh, PRMT1 inh
Cc1cc(NC(=O)CCCC(=O)N(c2ccccc2)C(C(=O)NC2CCCCC2)c2cccs2)no1 (stereo not given)
→ 4, -6, 1, 1, -2, -1.9, 6, 0, 11, -2
O=C(Nc1cc([N+](=O)[O-])ccc1Cl)C(Sc1ccccc1)c1ccccc1 (stereo not given)
→ 0, -38, 18, -12, 6, 0.5, -1, 1, -21, -1
CCOc1ccccc1C(=O)Nc1ccc(-n2nncc2C(C)(C)C)cc1
→ 8, -1, -15, -5, 2, 1.9, 2, 0, -3, -8
Cc1ccccc1OCC(=O)OCC(=O)c1c[nH]c2ccccc12
→ -3, -21, 0, 7, 0, 0.2, -8, -1, -10, 2
CS(=O)(=O)c1ccc(-c2nnn(CC(N)=O)n2)cc1
→ 2, -2, -7, 10, -5, -0.2, 1, 1, 1, -2
CCOC(=O)C1=C(COC(=O)[C@H](C)NS(=O)(=O)c2ccccc2F)NC(=O)NC1C (stereo not given in full)
→ 1, 7, -9, 2, 3, -2.1, 2, 2, -3, -3
O=C1COc2cccnc2N1
→ 3, 3, 9, 0, 5, -1.4, 1, 1, -4, -4
COc1ccc(CCNC(=O)Cn2c(=O)n(Cc3ccco3)c(=O)c3ccc(Cl)cc32)cc1OC
→ -1, -1, -7, -4, -8, -1.3, 1, 4, 2, -2
COc1ccc(-c2c(=O)n(OCc3ccccn3)c3ccccc3[n+]2[O-])cc1OC
→ 1, 2, 0, 1, 7, -0.6, 6, -4, -1, 3
Cc1cc(C)cc(OCC(=O)NCc2cc(C)nc3ccccc23)c1
→ 2, 4, 1, -3, 3, -2.1, -1, 38*, -2, 0
C/C(=N\NC(=O)CNc1cccc(Cl)c1C)C1CC1
→ -4, -5, 4, 1, -1, 0.5, -1, 0, 9, 5
O=C(CN1CCC(C(=O)c2cccc(Cl)c2)CC1)Nc1cccc(C(=O)O)c1
→ -1, -7, 3, -2, 11, 1.6, 8, -2, -1, 0
CCCCN1C(=O)C(CC(=O)NCC2CCCCC2)CC(C(=O)N2CCCCCC2)=C1C (stereo not given)
→ 1, ., 1, -7, -11, -2.2, 1, 1, 3, -4
COc1ccc(N2CCN(c3nc(=S)n(-c4ccccc4)c(C)c3C(C)=O)CC2)cc1
→ 0, 27, -1, 0, -2, 1.4, -11, -1, 10, 5
CC(=O)Nc1ccc(S(=O)(=O)NCCC(=O)Nc2ccc(C)c(F)c2)cc1
→ 0, -8, 21, -2, 4, -0.7, 1, -2, -3, -2
Nn1c(CSc2ccccn2)nc2ccccc2c1=O
→ 1, -3, -6, -6, 2, -1.0, 2, 4, -7, 10
CN1CCN(CC(=O)Nc2sc3c(c2C(=O)Nc2ccccc2)CCCC3)CC1
→ 1, -3, -15, 12, -3, -1.1, 1, 1, 10, 0
CSc1ccc(CN2CCN(C(=O)CC(C)C)CC2)cc1
→ -1, 12, -6, 1, 5, 2.1, 0, 7, 6, 3
C[C@H]1CN([C@@H](C)CO)C(=O)CCCn2nncc2CO[C@H]1CN(C)S(=O)(=O)c1cccc(C#N)c1
→ 4, 7, 5, 1, 2, 0.2, 0, -2, 0, -3
CN(C)CCn1c(=O)n(-c2ccc(F)cc2)c(=O)c2c3c(sc21)CCCCC3
→ 1, 6, 2, -6, -6, -1.8, -6, 1, 4, -2
O=C(N/N=C\c1ccccn1)c1cccc(C(=O)N/N=C\c2ccccn2)n1
→ -5, -2, -1, 21*, 1, -3.6, 18, -4, -5, -6
Cc1sc2ncnc(OCC(=O)N3CC(=O)Nc4ccccc43)c2c1C
→ 3, -5, 2, -1, -1, 0.1, -4, 0, 1, -2
O=C(c1cn(-c2ccccc2)nc1-c1cccs1)N1CCN(c2ccccn2)CC1
→ -1, -31, -2, -3, -8, -1.8, 0, -1, -7, 2
O=C(NCC1CCCN1S(=O)(=O)c1cccs1)c1cccc(F)c1 (stereo not given)
→ 1, -2, 0, 0, -2, -1.7, 6, 1, 4, -5
CN1/C(=C\C(=O)c2cccc([N+](=O)[O-])c2)Sc2ccccc21
→ 0, 6, 20, 2, 3, -0.3, -5, -2, 6, 6
O=C(Cc1cccc(NC(=O)C2CCN(C(=O)C3CCCC3)CC2)c1)Nc1cccc(C(=O)N2CCOCC2)c1
→ -3, 3, 9, 10, 2, -1.4, 5, -1, 5, 1
CCOc1cc(NC(=O)c2ccco2)c(OCC)cc1NC(=O)c1cc(OC)c(OC)c(OC)c1
→ 1, 1, 8, 1, -2, 1.6, -2, -1, 6, 0
O=[N+]([O-])c1ccc2nc(-c3ccccc3)n(OCc3ccc(Cl)cc3)c2c1
→ -4, -5, -3, -7, 2, -0.9, 5, -4, 5, 0
COc1ccc([N+](=O)[O-])cc1NC(=O)Nc1cccc(Cl)c1
→ 0, -28, 5, -5, -5, -0.8, 8, 4, -8, -1
Cc1noc(C)c1S(=O)(=O)N(Cc1ccccc1)C(C)C
→ 0, ., 4, -8, 5, -0.7, 1, 1, -2, 0

Some of these compounds in order of length of the SMILES, rising.
Values in the order: LEDGF integ inh, HTRA1 inhibitor, TDP2 inh, SIAE inh, DDE Tn7 FP inh, PG9 binder, TCR CD3 inh, UHRF1 binding, ABHD4 inh, PRMT1 inh
Nn1c(CSc2ccccn2)nc2ccccc2c1=O
→ 1, -3, -6, -6, 2, -1.0, 2, 4, -7, 10
Cc1noc(C)c1S(=O)(=O)N(Cc1ccccc1)C(C)C
→ 0, ., 4, -8, 5, -0.7, 1, 1, -2, 0
O=C(NCC1CCCN1S(=O)(=O)c1cccs1)c1cccc(F)c1 (stereo not given)
→ 1, -2, 0, 0, -2, -1.7, 6, 1, 4, -5
COc1ccc([N+](=O)[O-])cc1NC(=O)Nc1cccc(Cl)c1
→ 0, -28, 5, -5, -5, -0.8, 8, 4, -8, -1
O=C(c1cn(-c2ccccc2)nc1-c1cccs1)N1CCN(c2ccccn2)CC1
→ -1, -31, -2, -3, -8, -1.8, 0, -1, -7, 2
O=[N+]([O-])c1ccc2nc(-c3ccccc3)n(OCc3ccc(Cl)cc3)c2c1
→ -4, -5, -3, -7, 2, -0.9, 5, -4, 5, 0

Compound profiles (already shown). Values in the order: LEDGF integ inh | HTRA1 inhibitor | TDP2 inh | SIAE inh | DDE Tn7 FP inh | PG9 binder | TCR CD3 inh | UHRF1 binding | ABHD4 inh | PRMT1 inh
Shown for Cc1sc2ncnc(OCC(=O)N3CC(=O)Nc4ccccc43)c2c1C → 3 | -5 | 2 | -1 | -1 | 0.1 | -4 | 0 | 1 | -2
Shown for Nn1c(CSc2ccccn2)nc2ccccc2c1=O → 1 | -3 | -6 | -6 | 2 | -1.0 | 2 | 4 | -7 | 10
Shown for CSc1ccc(CN2CCN(C(=O)CC(C)C)CC2)cc1 → -1 | 12 | -6 | 1 | 5 | 2.1 | 0 | 7 | 6 | 3

Further compounds follow.
Values in the order: LEDGF integ inh, HTRA1 inhibitor, TDP2 inh, SIAE inh, DDE Tn7 FP inh, PG9 binder, TCR CD3 inh, UHRF1 binding, ABHD4 inh, PRMT1 inh
N#Cc1cccc(S(=O)(=O)NCC(=O)OCC(=O)NCc2ccccc2)c1
→ -8, 1, -8, 6, -4, 0.8, -7, 2, -15, 8
Cc1nc2cccc(C(=O)NCc3ccccc3)c2o1
→ -1, 10, 3, 2, -4, -0.8, 5, -3, 8, 0
Cc1ccsc1C(=O)N1CCCC(C(=O)c2cc(F)ccc2F)C1 (stereo not given)
→ 3, -2, -1, 0, -4, 0.1, -2, 4, -7, -2
COc1cccc(/C=N/NC(=O)c2[nH]c(C)c(C(=O)N/N=C/c3cccc(OC)c3O)c2C)c1O
→ -11, 16, -12, -63, 6, -1.7, 12, -6, -15, -4
CC(=O)Nc1cc(-c2ccc(N3CCN(C)CC3)cc2)cn2c(-c3ccccc3)cnc12
→ 1, ., -4, 13, 2, -2.9, 2, -4, 11, -2
CC(C)c1ccc(N(C(=O)c2csnn2)C(C(=O)NC(C)(C)C)c2cccnc2)cc1 (stereo not given)
→ 5, 4, 5, -2, -6, 1.0, 2, 0, -2, -1
COc1cc(OC)c(C(=O)N(CCc2ccccc2)Cc2ccccc2)cc1OC
→ -2, -7, -2, -1, 7, -2.4, 5, 1, 3, 0
NS(=O)(=O)c1ccc(CNC(=S)NC2CCCCC2)cc1
→ -1, 2, 9, -1, 8, 0.1, -4, 2, 0, 0
O=C(Nc1ccccc1)c1ccc2c(c1)CCN2S(=O)(=O)c1ccccc1
→ -5, -59, 5, -7, 2, -0.7, 2, 14, -8, 1
Cc1cc(/C=c2\sc3nc4ccccc4n3c2=O)c(C)n1-c1ccc(C(=O)O)cc1
→ 1, -7, 5, -62, 6, 0.2, -4, 4, 3, 5
Cc1ccc(CN2C(=O)CCC2C(=O)NCc2ccccc2Cl)cc1 (stereo not given)
→ 0, 2, -10, -1, 3, 1.5, -6, 2, 0, 1
Clc1ccc(C=Cc2ccccn2)cc1
→ -4, -3, -2, -5, -6, -2.2, 1, -2, 0, 4
O=C(COc1ccc(Cl)cc1)N1CCN(S(=O)(=O)c2ccc(Cl)cc2)CC1
→ 2, 2, 0, -1, -3, 3.0, -3, 2, -8, 2
CC(C)CCn1c(CN2CCN(Cc3ccccc3)CC2)nc2c1c(=O)[nH]c(=O)n2C
→ 2, 8, -10, -1, -1, -1.3, 2, 0, -1, -1
OC(CSc1c(Cl)cccc1Cl)CN1CCN(c2ccccc2F)CC1 (stereo not given)
→ 3, -16, -21, -7, -5, 2.7, -4, 6, -11, 1
CCCCN(CC)C(=O)c1cc2cc3ccc(OC)cc3nc2o1
→ 0, -51, 10, 3, 4, 0.5, -1, -3, 1, 0
CC(C)C1S/C(=N/N=C/c2ccco2)NC1=O (stereo not given)
→ 1, -5, -7, 8, -4, -2.1, -5, -1, -2, -3
CC(C)(C)NC(=O)C(OC(=O)c1cccs1)c1ccc(C#N)cc1 (stereo not given)
→ 5, 10, 7, 2, -4, -0.9, 9, 11, -3, -1
CCn1nc(C)c(/C=N/NC(=O)Cn2nnnc2N)c1C
→ -4, ., 10, -2, -7, 0.0, -2, 1, 1, 1

Screens from PubChem BioAssay.
